# Screening data as filed in PubChem BioAssay.
# PP5 primary – blocks human protein phosphatase 5 activity; P53041; purified PP5c, OMFP substrate fluorescence; inhibition, % at 6.7 µM; hit rate 0.18% among 320,000; AID 1987;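 active = inhibition above the campaign's mean inhibition across all tested compounds plus 3 SD, cut at about 9.5% in these data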;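 note: 0% = DMSO only and 100% = 100 µM cantharidin control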
# proCasp7 act – counter-screen for procaspase-3 activators: activators of human procaspase-7 | hit rate 0.093% among 330,000 | activation, % at 8.5 µM | P55210 | recombinant procaspase-7, Ac-DEVD-pNA absorbance 405 nm; D23A/D198A/D206A triple mutant, cannot self-cleave; scale: DMSO 0, 5 µM enzyme 100 | AID 463210;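 active = percent activation above the screen-wide mean plus 3 SD, cut at about 25% in these data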
# Target sequence (P55210 whole entry D23A/D198A/D206A): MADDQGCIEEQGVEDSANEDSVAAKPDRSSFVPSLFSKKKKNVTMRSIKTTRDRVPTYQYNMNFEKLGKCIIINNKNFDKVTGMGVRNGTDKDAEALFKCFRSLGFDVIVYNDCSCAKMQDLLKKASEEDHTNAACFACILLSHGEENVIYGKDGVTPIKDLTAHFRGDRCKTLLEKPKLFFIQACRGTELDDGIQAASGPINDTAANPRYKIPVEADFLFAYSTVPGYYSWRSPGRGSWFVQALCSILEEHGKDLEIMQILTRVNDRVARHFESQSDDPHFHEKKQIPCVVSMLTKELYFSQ
#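 Assay system – Uncleavable procaspase-7 mutant enzyme · Quantity – 2 µM procaspase-7 mutant as dispensed · Times – 1 h preincubation, 2 h reaction · Dosing – single nominal 8.5 µM compound dose, 0.8% DMSO final · Buffer or medium – Zinc-free 50 mM HEPES buffer, pH 7.4, with NaCl and Triton X-100 · Detection – Epi-absorbance of released pNA at 405 nm, two timepoints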
# procasp3 activ – procaspase-3 (human) activation. P42574. recombinant procaspase-3 D3A, Ac-DEVD-pNA absorbance 405 nm. activation, % at 8.5 µM. hit rate 0.11% among 330,000. AID 463141;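 active = activation above the mean of all tested compounds plus 3 SD, cut at about 21% in these data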;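 note: 0% = DMSO alone and 100% = DMSO wells spiked with extra 5 µM PC-3 D3A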
#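 Assay system – Procaspase-3 D3A mutant, all three cleavage aspartates alanine · Controls – DMSO-only low control, 5 µM PC-3 D3A high control · Schedule – 1 h compound preincubation, 2 h substrate hydrolysis at 25 °C · Signal – 405 nm absorbance of p-nitroaniline, reads at 0 and 120 min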
# Fh CTSL1 inh – cathepsin L1 inhibition, PFM18AAP counter-screen; recombinant F. hepatica cathepsin L1, Z-Leu-Arg-MCA fluorescence; inhibition, % at 5.96 µM; hit rate 0.49% among 300,000;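 active = inhibition above the mean of all tested compounds plus 3 SD, set per screening campaign, cut at about 17% in these data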;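 note: 0% = plate median of test compound wells and 100% = 1 µM Z-Phe-Ala-diazomethylketone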
# core dimer inh – HCV core protein dimerization inhibition | inhibition, % at 5 µM | TR-FRET GST/Flag-core106 dimerization, 1536-well | hit rate 0.33% among 300,000;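 active = inhibition above the mean of all tested compounds plus 3 SD, set per screening campaign, cut at about 45% in these data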
#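 Assay system: GST-tagged and Flag-tagged HCV core protein residues 1-106 / Times: compound-protein-antibody incubation 4 h at 22.5 °C / Signal: time-resolved FRET, ex 340 nm, em 617 and 671 nm / Evaluation: % inhibition based on acceptor/donor emission ratio / Benchmarks: wells lacking GST-core106 and wells with excess unlabelled core106 / Repeats: singlicate, one well per compound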
# Efflux pump inh – inhibitors of Candida antifungal efflux pumps expressed in yeast; S. cerevisiae Candida pump triplex, Nile Red efflux; inhibition, % at 10 µM; hit rate 0.44% among 330,000; AID 485275;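 active = plate passing quality check with inhibition over a set limit, or well fluorescence over plate mean plus 4 SD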;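 note: Nile Red retained in pooled yeast measured as flow cytometry median fluorescence; 0% = buffer negative control and 100% = Enniatin B positive control; higher means more Nile Red kept so more efflux inhibition; some compounds called inactive have numbers as strong as hits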
# TPT1 inhibitor – inhibitors of Candida albicans tRNA 2'-phosphotransferase TPT1; inhibition, % at 5 µM; recombinant caTPT1, FP RNA substrate dephosphorylation; AID 1962; hit rate 0.81% among 300,000;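 active = inhibition above the mean of all tested compounds plus 3 SD, set per screening campaign, cut at about 24% in these data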;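 note: plate controls were DMSO alone for no effect and ferristatin control at 100 nM for full effect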
# PP1 counter – PP1-alpha (human) inhibition in PP5 counter-screen; P62136; purified PP1alpha, OMFP fluorescence; inhibition, % at 6.7 µM; hit rate 0.9% among 320,000; AID 2235;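 active = inhibition above the mean inhibition of all tested compounds plus 3 SD, computed separately for each screening campaign, cut at about 15% in these data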
# Target sequence (P62136 whole entry, looked up): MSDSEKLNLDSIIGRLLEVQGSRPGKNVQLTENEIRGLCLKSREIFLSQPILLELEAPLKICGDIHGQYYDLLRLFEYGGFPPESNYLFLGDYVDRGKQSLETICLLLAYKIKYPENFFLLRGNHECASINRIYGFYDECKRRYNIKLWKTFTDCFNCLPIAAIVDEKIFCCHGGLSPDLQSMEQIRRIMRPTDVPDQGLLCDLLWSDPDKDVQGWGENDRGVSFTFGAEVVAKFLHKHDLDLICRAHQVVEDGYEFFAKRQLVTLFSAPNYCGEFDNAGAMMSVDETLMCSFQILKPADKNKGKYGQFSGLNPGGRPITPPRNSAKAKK
# JMJD2C inh – human JMJD2C demethylase inhibition | Q9H3R0 | GST-JMJD2C(1-420) H3K9me3 demethylation, DELFIA europium | inhibition, % at 2.35 µM | hit rate 0.069% among 330,000 | AID 2099;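 active = more than half of a compound's replicate wells show inhibition beyond 50%, single wells judged on their own value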;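 note: signal counts dimethyl H3K9 product captured on neutravidin plate; 0% = median of DMSO wells and 100% = 0.3 times that DMSO median; strong numbers were not always called active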
# Target sequence (Q9H3R0 1-420 limits assumed): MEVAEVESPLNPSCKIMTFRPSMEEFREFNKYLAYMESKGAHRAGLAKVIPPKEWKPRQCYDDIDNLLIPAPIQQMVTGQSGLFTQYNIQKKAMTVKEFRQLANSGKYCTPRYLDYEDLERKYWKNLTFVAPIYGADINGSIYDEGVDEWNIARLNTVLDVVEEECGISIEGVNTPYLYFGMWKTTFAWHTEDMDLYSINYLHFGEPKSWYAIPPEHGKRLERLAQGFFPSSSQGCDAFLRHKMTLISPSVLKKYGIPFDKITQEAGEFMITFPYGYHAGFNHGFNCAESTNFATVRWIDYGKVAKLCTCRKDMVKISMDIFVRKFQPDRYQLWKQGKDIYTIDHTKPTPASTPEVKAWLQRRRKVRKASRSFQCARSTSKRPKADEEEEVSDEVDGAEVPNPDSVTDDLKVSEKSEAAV
# Numbers without * were called inactive; . = no result given.
SMILES,PP5 primary,proCasp7 act,procasp3 activ,Fh CTSL1 inh,core dimer inh,Efflux pump inh,TPT1 inhibitor,PP1 counter,JMJD2C inh
C/C(CC(=O)Nc1cc(C)ccn1)=N\NC(=O)c1ccccc1C,-2.4,-3,-6,1,0,0.0,-1,-2,6
Cn1ncc2c(NNC(=O)Cc3ccccc3)ncnc21,-0.9,1,1,-2,0,0.1,-1,-1,-5
Cc1ccccc1OCC(=O)N(Cc1nc(-c2ccccc2)no1)C(C)C,4.9,2,-7,-2,8,-0.1,-2,-1,-15
CCn1cc(C(=O)NC2CCCCCC2)c2cc(OC)c(OC)cc2c1=O,1.0,-1,1,5,-9,0.1,-2,5,11
COc1cc(/C=C/C(=O)Oc2coc(CSc3ncccn3)cc2=O)cc(OC)c1OC,-2.0,5,1,-8,0,0.0,1,-2,-3
CCN(CC)S(=O)(=O)c1cccc(C(=O)N/N=C/c2ccc([N+](=O)[O-])o2)c1,-2.5,-2,-4,-7,-1,0.3,3,2,26
CN(CC(=O)Nc1cccc(S(=O)(=O)N2CCCCC2)c1)Cc1ccc(F)cc1,5.8,2,-2,.,.,0.0,.,3,1
CCCCCCCCn1c(N2CCN(c3cccc(Cl)c3)CC2)nc2c1c(=O)[nH]c(=O)n2C,-0.2,-4,7,1,15,0.1,-1,-2,-5
O=C(NCCCn1ccnc1)c1ccc(OCC(F)(F)F)cc1,1.4,2,-1,-1,-5,-0.2,-5,3,1
CCc1nc(SCC(=O)Nc2ccc3c(c2)OCCO3)c2oc3ccccc3c2n1,4.5,4,5,-2,-32,0.5,-3,-4,0

# Reformatted: entries from further up.
SMILES	PP5 primary	proCasp7 act	procasp3 activ	Fh CTSL1 inh	core dimer inh	Efflux pump inh	TPT1 inhibitor	PP1 counter	JMJD2C inh
CCc1nc(SCC(=O)Nc2ccc3c(c2)OCCO3)c2oc3ccccc3c2n1	4.5	4	5	-2	-32	0.5	-3	-4	0
C/C(CC(=O)Nc1cc(C)ccn1)=N\NC(=O)c1ccccc1C	-2.4	-3	-6	1	0	0.0	-1	-2	6
CCN(CC)S(=O)(=O)c1cccc(C(=O)N/N=C/c2ccc([N+](=O)[O-])o2)c1	-2.5	-2	-4	-7	-1	0.3	3	2	26
CCCCCCCCn1c(N2CCN(c3cccc(Cl)c3)CC2)nc2c1c(=O)[nH]c(=O)n2C	-0.2	-4	7	1	15	0.1	-1	-2	-5
COc1cc(/C=C/C(=O)Oc2coc(CSc3ncccn3)cc2=O)cc(OC)c1OC	-2.0	5	1	-8	0	0.0	1	-2	-3
Cc1ccccc1OCC(=O)N(Cc1nc(-c2ccccc2)no1)C(C)C	4.9	2	-7	-2	8	-0.1	-2	-1	-15

# Returning to the listing; the two compounds before the break are reprinted first.
SMILES,PP5 primary,proCasp7 act,procasp3 activ,Fh CTSL1 inh,core dimer inh,Efflux pump inh,TPT1 inhibitor,PP1 counter,JMJD2C inh
O=C(NCCCn1ccnc1)c1ccc(OCC(F)(F)F)cc1,1.4,2,-1,-1,-5,-0.2,-5,3,1
CCc1nc(SCC(=O)Nc2ccc3c(c2)OCCO3)c2oc3ccccc3c2n1,4.5,4,5,-2,-32,0.5,-3,-4,0
Cc1ccc(C)c(NC(=O)C[n+]2ccccc2)c1,0.3,3,-3,-1,-1,0.0,4,5,-11
CCCCNc1nc(-c2ccccc2)c(C(=O)OCC)cc1C#N,3.0,7,-1,5,-1,0.0,-3,4,-7
COc1cc(C(=O)Nc2nc(-c3cc(C)ccc3C)c(C)s2)ccc1OCC(=O)Nc1ccc(F)cc1,0.2,-6,5,1,21,-0.2,1,-4,12
Cc1ccc(-c2n[nH]c(=S)n2/N=C/c2ccncc2)cc1,1.6,-5,-1,-2,1,0.0,-4,-1,0
Cc1ccc(S(=O)(=O)Cn2nnnc2CN2CCCC3(CCCCC3)C2)cc1,5.6,-3,7,0,11,-0.1,-1,5,4
COc1cccc(CNc2nn[nH]n2)c1OC,-1.9,-3,-4,1,-3,0.0,2,-1,3
CCCc1cc(-c2n[nH]c(=S)n2CC)c2ccccc2n1,4.6,-26,-15,2,28,-0.1,-4,2,-9
O=C(O)CSc1ccc(Oc2ccc(SCC(=O)O)cc2)cc1,0.1,3,-1,-8,-15,0.0,-4,-3,2
O=C(NC(NCCCN1CCOCC1)(C(F)(F)F)C(F)(F)F)C1CCCCC1,2.0,1,1,-2,-3,0.1,-2,-4,10
COC(=O)C/C=N/N=C1/NC(=O)/C(=C/C(=O)O)S1,0.8,-6,1,0,1,0.0,3,-2,16
COc1ccc(Cc2nnc3c4cnn(C)c4ncn23)cc1,1.5,-2,4,0,-5,-0.1,-1,6,-1
CC1(C)NC(=O)N(CC(=O)OCC(=O)c2ccc(F)cc2)C1=O,-0.3,4,10,-2,-14,-0.1,-4,-3,20
COc1ccc(CC(=O)Nc2nc(-c3cccnc3)cs2)cc1,4.9,6,-1,-2,-2,0.1,1,2,-3
COc1ccc(OC)c2[nH]c(=O)c(CCNC(=O)c3ccc(S(=O)(=O)N(C)C)cc3)cc12,-0.6,5,7,-2,-1,-0.2,3,0,3
CCc1ccc(C(=O)Nc2ccc(C)c(NS(C)(=O)=O)c2)cc1,-2.9,7,-6,-1,-3,0.0,1,-3,-11
CCOc1ccc(OCC)c(NC(=O)CN(c2ccc(C)cc2)S(=O)(=O)c2c(C)noc2C)c1,4.9,-2,4,1,14,0.3,-9,-2,0
COc1ccc(NC(=O)c2ccc(-c3ccc([N+](=O)[O-])cc3)o2)cc1OC,1.7,4,-3,5,5,-0.7,5,2,3
CC(=O)c1c(C)[nH]c(C(=O)CSc2nnc(-c3ccco3)o2)c1C,-0.8,10,-2,-4,16,0.0,-3,-2,-10
O=C(NC1CCN(Cc2ccccc2)CC1)c1cccc(S(=O)(=O)Nc2cc(C(F)(F)F)ccc2Cl)c1,4.0,-6,-7,0,9,0.2,2,2,5
COc1ccc2c(CC(=O)Nc3ccccc3N3CCOCC3)coc2c1,1.3,7,2,2,2,-0.1,-3,-1,1
COc1ccc(C(=O)OCC(=O)Nc2ccccc2)cc1[N+](=O)[O-],-1.6,11,-2,-7,-3,0.0,-2,-6,-8
Cc1cc(NS(=O)(=O)c2ccc(NC(=O)c3cccnc3)cc2)nc(C)n1,0.5,-5,1,-3,7,0.0,-3,-1,6
CCn1cnnc1SCC(=O)c1c(N)n(C2CC2)c(=O)[nH]c1=O,-3.1,3,4,.,.,0.1,.,-6,-1
COc1ccc(S(=O)(=O)NCc2ccco2)cc1NC(=O)c1ccccc1,-1.0,-16,8,3,-11,-0.2,-3,3,5
COc1ccc(NC(=O)c2cccnc2SC)cc1OC,-0.8,9,-2,-7,3,0.1,1,2,-3
NC(=O)CSc1nc2ccccc2c(=O)n1CCc1ccccc1,0.6,-7,1,-4,9,-0.2,1,-1,10
CCC1=C(c2ccc(C)cc2)S(=O)(=O)N=C1N1CCC(C(=O)NCCCN2CCCCC2)CC1,0.5,-5,8,4,-8,-0.2,-2,-2,-1
CCc1ccccc1NC(=O)C(Cc1ccccc1)c1nn[nH]n1 (stereo unspecified),0.0,5,-3,-3,-5,0.2,2,-2,0
COc1ccc(CC2(CO)CCN(Cc3ccc(NC(C)=O)cc3)CC2)cc1,2.2,6,2,-1,-4,-0.1,2,3,-5
CCCCCN(C(=O)CCC(=O)OCC(=O)NCc1cccc(OC)c1)c1c(N)n(CCCC)c(=O)[nH]c1=O,2.1,2,-6,10,-1,0.1,3,-1,-25
CC1(C)Cc2nc3oc4c(=O)n(CC(=O)Nc5cccc(Cl)c5)cnc4c3cc2CO1,0.7,5,0,-2,-1,0.1,1,1,2
Cc1ccc(C(=O)N/C(=C/c2ccco2)C(=O)NCCCn2ccnc2)cc1,1.9,-9,2,1,-12,0.2,-2,3,-3
Cn1c(=O)c(C(=O)NNC(=O)c2ccccc2Br)c(O)c2ccccc21,1.5,4,-3,-3,-2,0.9,1,20*,-4
O=C(O)CSc1nnc(Cn2nnc3ccccc32)n1CCc1ccccc1,-0.9,1,8,1,4,0.4,0,3,13
Cn1c(=O)c2c(nc(NCc3ccco3)n2C/C=C/c2ccccc2)n(C)c1=O,3.1,9,2,-1,6,0.0,2,2,2
COC(=O)c1ccc(CSc2nnc3n(Cc4ccccc4OC)c(=O)c4ccccc4n23)o1,2.8,-8,-5,0,3,0.0,-3,-2,-12
COc1ccc(CNC(=O)C2CCCN(S(=O)(=O)c3ccccc3)C2)cc1 (stereo unspecified),3.0,0,-6,0,5,-0.2,-1,-5,2
COc1ccc(N2CCN(S(=O)(=O)c3c(C)[nH]c(C)c3C(=O)N3CCCCC3)CC2)cc1,1.1,10,2,-4,10,-0.1,-1,3,17
O=C(CCNC(=O)c1ccco1)NCCc1c[nH]c2ccccc12,.,10,3,.,.,0.1,.,.,2
COc1cc(C(=O)NCCOc2ccc(F)cc2)c(Br)c(OC)c1OC,3.5,-5,6,2,-13,0.0,1,-4,-3
O=C(O/N=C/c1ccc(Cl)cc1)C1CCCCC1,2.4,5,6,2,6,0.0,-2,2,-2
O=C(O)C1CC(c2cccc(Br)c2)=NO1 (stereo unspecified),-1.0,6,10,-3,-6,-0.1,0,-8,-21
O=C(Nc1ccc(N2C(=O)C3CCCCC3C2=O)cc1Cl)c1cccs1 (stereo unspecified),-0.3,11,8,1,12,0.0,-2,-3,-7
O=C(CSc1ccccc1C(=O)O)Nc1ccc2c(c1)OCO2,2.4,-1,-1,.,.,0.1,.,-3,-4
O=C1CCC(/C=C/c2ccccc2)=NN1,2.6,-6,0,-2,4,0.2,1,1,7
COc1cc2nc(SCc3ccc(F)cc3)n(Cc3cccs3)c(=N)c2cc1OC,5.4,5,-1,5,-11,0.0,-1,1,4
CCCOC(=O)C1=C(C)NC2=C(C(=O)CC(C)(C)C2)C1c1cccnc1 (stereo unspecified),2.7,-2,-5,2,7,0.0,-1,-6,-9
C#CCN(C(=O)c1ccc(OC2CCN(Cc3ccccn3)CC2)cc1)C1CCCCC1,-0.9,3,3,0,3,0.0,-4,-3,-15
CN(C)CC(C)(C)CNC(=O)CC1C(=O)NCCN1Cc1ccc(-c2ccccc2)cc1 (stereo unspecified),1.4,2,-3,2,-3,0.0,-8,-2,12
Cc1nn(C)cc1C(=O)Nc1c(C)nn(Cc2ccccc2Cl)c1C,0.3,10,-1,-1,4,0.0,-1,0,-2
